DT40 TDP1 no CPT: qHTS for Inhibitors of human tyrosyl-DNA phosphodiesterase 1 (TDP1): qHTS in cells in absence of CPT | Potency, µM (series often up to 46.2 µM), for inactives: at the top dose activity change, negative = growth inhibition, most hits filed as inhibitors | actives 15% (n = 420,000) | AID 686978, 2013 | DT40 Tdp1-/- hTDP1 cells, no CPT, ATP luminescence, 48 h; further: nearly all actives have a fitted effect of over 55% in size
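DT40 Tdp1-/-;hTDP1 cells, no CPT (DMSO vehicle only), 400 cells/well; compounds pin-transferred; ≥48 hr, 37 °C; CellTiter-Glo 30 min RT dark, luminescence read.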
TDP1 block: TDP1 (human) enzyme inhibition; recombinant TDP1, AlphaScreen DNA substrate cleavage; Potency, µM (series often up to 130 µM), inactives show at the highest dose activity change, negative = inhibition, usual class: inhibitors; Q9NUW8; actives 0.28% (n = 350,000); further: nearly all actives have a fitted effect of over 40% in size
Target sequence (Q9NUW8 whole entry, looked up): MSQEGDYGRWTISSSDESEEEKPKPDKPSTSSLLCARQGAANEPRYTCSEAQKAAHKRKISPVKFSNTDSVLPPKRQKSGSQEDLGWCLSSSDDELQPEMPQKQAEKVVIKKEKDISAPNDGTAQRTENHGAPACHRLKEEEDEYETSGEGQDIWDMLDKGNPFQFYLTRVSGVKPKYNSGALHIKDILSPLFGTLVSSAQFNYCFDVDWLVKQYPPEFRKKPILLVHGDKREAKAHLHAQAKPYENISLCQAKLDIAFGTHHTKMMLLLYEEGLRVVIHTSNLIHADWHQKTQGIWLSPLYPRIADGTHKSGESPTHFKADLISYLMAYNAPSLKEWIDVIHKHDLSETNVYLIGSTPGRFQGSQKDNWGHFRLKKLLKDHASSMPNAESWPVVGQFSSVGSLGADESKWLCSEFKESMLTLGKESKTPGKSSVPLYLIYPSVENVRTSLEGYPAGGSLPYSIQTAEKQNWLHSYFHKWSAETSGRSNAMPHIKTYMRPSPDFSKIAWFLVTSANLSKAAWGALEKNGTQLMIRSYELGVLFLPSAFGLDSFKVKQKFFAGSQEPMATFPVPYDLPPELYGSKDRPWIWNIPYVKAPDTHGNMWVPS
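Recombinant human Tdp1 (E. coli-expressed, 1 nM final) preincubated with compounds 15 min at room temperature, then 5'-biotin/3'-phosphotyrosine-FITC DNA substrate (15 nM final) added for 5 min. AlphaScreen beads (10 ug/ml final) added 10 min; cleavage lowers signal.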
TDP1 cell CPT: growth inhibition of DT40 Tdp1-/-;hTDP1 cells with camptothecin (screen for TDP1 inhibitors). chicken DT40 Tdp1-/-;hTDP1 cells + 20 nM CPT, ATP luminescence, 48 h. Potency, µM (titrated, usually from 46.2 µM), without a hit: top-dose activity change, negative = growth inhibition, usual class: inhibitors. actives 12% (n = 420,000); further: nearly all actives have a fitted effect of over 55% in size
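Chicken DT40 Tdp1-/- cells complemented with human TDP1, 400 cells/well, exposed to compounds plus 20 nM camptothecin for at least 48 h at 37 C; viability read as ATP content by CellTiter-Glo luminescence.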
* marks the source's active call; other numbers are inactive results; ? = inconclusive; . = no result given; & = joins results of further samples; [ ] = dose if it differs, or a comment. The call rests on the fitted dose curve; in most records, active means well fitted curve in the direction sought with a large enough effect; inconclusive means small, poorly fitted or top-dose-only effect, or another doubt; inactive means no such curve, though single readings can be large; an effect the other way counts as inactive or inconclusive. On the % scale 0 is the no-effect control and ±100 the full control effect; potency means the concentration at half of the fitted maximal effect.

SMILES	DT40 TDP1 no CPT	TDP1 block	TDP1 cell CPT
CC(=O)c1ccc(N2CCN(C(=O)C3CCN(S(=O)(=O)c4c(C)noc4/C=C/c4ccc(C)cc4)CC3)CC2)cc1	2.6µM*	4%	6.5µM*
Cc1ccc(CN2CCN(C(=O)c3ccncc3)CC2)cc1	-2%	-14%	-10%
CCNC(=O)CSc1nc2ccccc2c(=O)n1OC	7%	2%	1%
CC(C)(C)OC(=O)C[C@@H]1C/C=C\C[C@H](CC(=O)N(CCO)Cc2ccccc2)C(=O)N[C@@H](Cc2c[nH]c3ccccc23)COC1=O	?	2%	?
CC(NC(=O)c1cn(C)c2ccc(S(=O)(=O)N3CCCC3)cc2c1=O)c1ccccc1 (stereo not given)	-11%	1%	?
Cc1ccccc1OCCCN1CCCC1	14%	-6%	-9%
CCn1c(SCC(=O)Nc2nccs2)nnc1-c1ccco1	-3%	3%	1%
CN1CCC(N(C)C(=O)c2cc(-c3ccccc3Cl)nc3ccccc23)CC1	?	2%	?
CC(=O)c1ccc(OCc2cc(C(=O)N(C)C(C)c3nccs3)no2)cc1 (stereo not given)	?	.	16µM*
CN1CCN(C(=O)c2ccc3c(c2)N(Cc2ccccc2)CCS3)CC1	?	.	?
Cc1cc(=O)[nH]c2c(C)c(N)ccc12	-6%	1%	-2%
Cc1c(C(=O)N/N=C/c2ccccn2)nnn1-c1nonc1N	?	9%	13%
COc1ccc(-c2nc(-c3ccc(Br)o3)no2)cc1OC	-17%	2%	-13%
CCOC(=O)N1CCN(C(=O)c2ccc3c(=O)n(Cc4ccccc4OC)c(=S)[nH]c3c2)CC1	12%	7%	-2%
CCCC(CCC(=O)Nc1ccn(-c2ccccc2)n1)C(=O)O (stereo not given)	?	-3%	-3%
Cc1cccc(CN2CCN(c3ncccn3)CC2)c1	-3%	.	4%
COc1ccc(N2CCN(C(=O)CSc3nc(-c4ccc(C(C)C)cc4)no3)CC2)cc1	12µM*	5%	18µM*
CCn1cc(/C=C(\NC(=O)c2ccccc2OC)C(=O)N2CCN(C)CC2)c2ccccc21	-14%	6%	-18%
CC(CNC(=O)CCc1nnc(CCC2CCCCC2)o1)c1ccccc1 (stereo not given)	?	0%	-4%
CCN(C(=O)C(=O)Nc1ccc2nc3n(c(=O)c2c1)CCCCC3)c1ccc(F)cc1	?	5%	-24%
COc1ccc(NC(=O)N(C)C[C@H]2Oc3c(NC(=O)Nc4c(C)noc4C)cccc3C(=O)N([C@H](C)CO)C[C@@H]2C)cc1	2%	0%	2%
O=C(NCC(=O)N(Cc1ccccc1)C(C(=O)NCC1CCCO1)c1ccccc1)c1ccco1 (stereo not given)	-30%	.	-11%
CSc1nnc(N(CCC#N)CCC#N)s1	0%	7%	-9%
CCOC(=O)c1cccc(NC(=O)CN(c2ccc(OC)cc2)S(=O)(=O)c2c(C)noc2C)c1	?	0%	-11%
O=C(NCc1cccnc1)c1cnn(-c2ncc3c(n2)-c2ccccc2CCC3)c1C1CC1	?	.	-16%[9.04 µM]
O=C(c1cc(-c2ccco2)nc2ccccc12)N1CCCC(C(F)(F)F)C1 (stereo not given)	5%	.	?
COc1cccc(C=C2SC(=S)NC2=O)c1	-18%	.	?
C[C@@H]1CN([C@H](C)CO)S(=O)(=O)c2ccc(Br)cc2O[C@H]1CN(C)C(=O)Cc1ccccn1	?	.	11%
CN1CCN(c2ncc3nc(-c4cn(C)c5ccccc45)c(=O)n(C)c3n2)CC1	23µM*	.	23µM*
O=C(Nc1ccccc1)c1cc(C2CCCN(C(=O)c3ccccc3)C2)on1 (stereo not given)	-11%	.	-16%

Shown in markdown: 5 of the compounds above
| compound | DT40 TDP1 no CPT | TDP1 block | TDP1 cell CPT |
| --- | --- | --- | --- |
| Cc1ccccc1OCCCN1CCCC1 | 14% | -6% | -9% |
| CCn1c(SCC(=O)Nc2nccs2)nnc1-c1ccco1 | -3% | 3% | 1% |
| CN1CCC(N(C)C(=O)c2cc(-c3ccccc3Cl)nc3ccccc23)CC1 | ? | 2% | ? |
| CC(=O)c1ccc(OCc2cc(C(=O)N(C)C(C)c3nccs3)no2)cc1 (stereo not given) | ? | . | 16µM* |
| CN1CCN(C(=O)c2ccc3c(c2)N(Cc2ccccc2)CCS3)CC1 | ? | . | ? |

Following part.
SMILES	DT40 TDP1 no CPT	TDP1 block	TDP1 cell CPT
Cc1ccc(OCCOc2cccc(/C=N/NC(N)=O)c2)cc1	10%	.	16%
COc1cc(O)sc1C=Nc1ccc(Cl)cc1Cl	-5%	4%	-5%
CCC(=O)C1=C(c2ccccc2)N(C(=O)CC)n2c(nnc2-c2ccccc2)S1	-20%	0%	?
CCC1c2ccccc2C(=O)C1C(N)=O (stereo not given)	-5%	.	-23%
CC(C)CNC(=O)COC(=O)CCC(=O)c1cccs1	6%	2%	-11%
O=C(Nc1ccccc1)c1ccccc1OCc1ccc(S(=O)(=O)N2CCOCC2)cc1	3%	5%	0%
Cc1ccc(C(=O)Oc2cccc(-n3cnnn3)c2)cc1	-20%	5%	-10%
O=C(O)c1ccc(S(=O)(=O)N(Cc2ccccc2)C2CCCCC2)cc1	2%	.	-16%
Cc1[nH]n(C)c(=O)c1C(=O)c1c(-c2c(Cl)cccc2Cl)noc1C	-8%	0%	-11%
Nn1c(SCC(=O)NC2CCS(=O)(=O)C2)nnc1-c1cccs1 (stereo not given)	37%[activator]	5%	0%
CCN(CC)S(=O)(=O)c1ccc(C(=O)OCC(=O)NC2CCCC2)cc1	-3%	.	4%
C=CCNC(=S)Nc1cccc([N+](=O)[O-])c1	-28%	.	0%
CCn1nnc(NC(=O)CSc2ccc(Cl)cc2)n1	-29%	-6%	-22%
Cc1ccc(C=Cc2ccccn2)cc1	?	.	-17%
Cc1cccc(Cn2c(C)c(CNC3CCCCC3)c(C(=O)O)c2C)c1	-12%	3%	-3%
COc1cccc(CNC(=O)COC(=O)c2cccc(S(=O)(=O)N3CCN(C(C)=O)CC3)c2)c1	0%	0%	-16%
Cc1nc2nc(NCc3ccc(Br)cc3)[nH]n2c(=O)c1Cc1ccccc1	?	6%	?
COc1ccccc1NS(=O)(=O)c1cc(NC(=O)CNC(=O)c2cc(C)cc(C)c2)ccc1C	?	-3%	?
COc1ccc(C)cc1NC(=O)Nc1ccc(C(=O)N2CCCC2)cc1	?	4%	26µM*
COc1ccc(Cc2nnc(NC(=O)c3ccc(C)cc3)s2)cc1OC	-5%	.	4%
O=C(CCS(=O)(=O)Cc1ccccc1)Nc1nc2c(s1)CCCC2	26µM*	3%	?
COCCCNC(=O)CCc1nnc(Cc2ccc(-c3ccccc3)cc2)o1	?	.	?
O=C(CCN1C(=O)/C(=C/c2ccc(Cl)cc2)SC1=S)Nc1cccc(C(=O)O)c1	-12%	.	1%
COCCCNc1nc2c(c(=O)n(Cc3ccc(Cl)cc3)c(=O)n2C)n1C	-57%	.	-15%
COC(=O)c1c(NC(C)=O)sc(C(=O)Nc2ccccc2F)c1C	-6%	2%	-3%
O=C(COC(=O)c1cccs1)NCc1cccs1	-5%	-1%	3%
Cc1ccc(C(=O)Nc2ccc3nc(SCC(=O)N4CCc5ccccc54)sc3c2)cc1	?	2%	?
COc1ccc(CCC(=O)NCc2ccc3c(c2)OCO3)cc1	-37%	.	0%
CCCCCCCCC(=O)N/N=C(\C)c1cccnc1	?	-5%	-22%
Cn1c2c(c(=O)n(C)c1=O)C(c1ccc(Cl)cc1)C(C#N)=C(N)O2 (stereo not given)	-4%	1%	1%
COc1ccc(OCc2nnc(SCC(=O)N3CCCc4ccccc43)n2-c2ccc(C)cc2)cc1	-22%	7%	?
Cc1cc(C)nc(SCC(=O)Nc2ccc(S(=O)(=O)NCCO)cc2)n1	-17%	-2%	1%
COC(CNS(=O)(=O)c1ccc(S(=O)(=O)NC2CC2)cc1)OC	21%	.	-3%
OC(CCCN1CCCCC1)(c1ccccc1)c1ccccc1	?	-6%	-17%&-23%
CC(=O)C[C@H]1c2cc(C(F)(F)F)ccc2S(=O)(=O)N1C1CCCC1	?	.	?
O=C(N/N=C/c1ccc([N+](=O)[O-])o1)C(O)c1ccccc1 (stereo not given)	6.5µM*	.	8.2µM*
O=C(O/N=C1\CCCc2ccccc21)c1cccs1	-15%	3%	-2%
O=C(CSc1ncn[nH]1)Nc1ccc(OCc2ccccc2)cc1	-2%	-3%	-4%
O=C(c1ccc(Br)o1)N1CCN(c2ncccn2)CC1	-14%	-4%	-14%
CCOc1ccc(NC(=O)Cn2c(=O)n(CCCC(=O)NC3CCN(Cc4ccccc4)CC3)c(=O)c3ccccc32)cc1	?	5%	?
CC1CCc2cc(F)ccc2N1C(=O)c1cc2nc(-c3ccco3)cc(C(F)(F)F)n2n1 (stereo not given)	?	2%	?
CCOc1ccc(N2CC(C(=O)NC(C)C)CC2=O)cc1 (stereo not given)	0%	2%	4%
CN=C1S/C(=C\c2cccc(Cl)c2Cl)C(=O)N1C	-22%	.	-17%
CC(C(=O)Nc1ccc2c(c1)OCO2)N(C)CC(=O)Nc1ccccc1Cl (stereo not given)	?	0%	?
COc1cccc(S(=O)(=O)NCC(=O)Nc2ccc(C(C)(C)C)cc2)c1	?	0%	?

Full records as entered above. Values in the order: DT40 TDP1 no CPT	TDP1 block	TDP1 cell CPT
CCn1cc(/C=C(\NC(=O)c2ccccc2OC)C(=O)N2CCN(C)CC2)c2ccccc21 is listed with -14%	6%	-18%
COc1ccc(N2CCN(C(=O)CSc3nc(-c4ccc(C(C)C)cc4)no3)CC2)cc1 is listed with 12µM*	5%	18µM*
O=C(NCc1cccnc1)c1cnn(-c2ncc3c(n2)-c2ccccc2CCC3)c1C1CC1 is listed with ?	.	-16%[9.04 µM]
O=C(c1ccc(Br)o1)N1CCN(c2ncccn2)CC1 is listed with -14%	-4%	-14%
O=C(CSc1ncn[nH]1)Nc1ccc(OCc2ccccc2)cc1 is listed with -2%	-3%	-4%

Next part
SMILES	DT40 TDP1 no CPT	TDP1 block	TDP1 cell CPT
COc1cc(NC(=O)c2ccccc2)c(OC)cc1NC(=O)Cc1cccs1	?	.	-3%
CCOc1cc(NC(=O)c2ccco2)c(OCC)cc1NC(=O)COc1ccccc1C	4.1µM*	.	4.6µM*
O=C(CN1C(=O)NC2(CCc3ccccc3C2)C1=O)NCC(F)(F)F (stereo not given)	6%	.	-9%
O=C(O)CNC(=O)c1ccccc1Br	18%	2%	12%
COCCn1c(-c2ccc(F)cc2)nc2cccnc21	19%	.	7%
CN(C)C(CNC(=O)c1cc(S(=O)(=O)N2CCOCC2)ccc1F)c1cccs1 (stereo not given)	-15%	1%	-28%
CC1=C(C(=O)Nc2cc(-c3cccc(F)c3)[nH]n2)C2(CCCCC2)OC1=O	?	4%	?
COc1ccc(N(C(=O)COc2ccccc2OC)S(=O)(=O)c2ccc(C)cc2)cc1	-25%	0%	-6%
N#C/C(=C/c1ccccc1)C(=O)OCC(=O)Nc1ccccc1[N+](=O)[O-]	18%	4%	-7%
COC(=O)c1cccc(NC(=O)N(C)CCc2c(C)nn(C)c2C)c1	-3%	4%	0%
O=C(CC(=O)c1ccccc1)Nc1ccc(Cl)cc1	?	.	?
CNC[C@H](NC[C@@H](NCCCc1ccccc1)c1ccccc1)[C@H](C)O	?	.	?
COc1ccc(CNC(=O)CN(c2cccc([N+](=O)[O-])c2)S(C)(=O)=O)cc1	4%	-3%	1%
COc1cccc(N2C(N)=NC(N)=NC2(C)C)c1	1µM*	6%	5.2µM*
COc1cccc(CNC(=O)CSc2nnc3c(n2)[nH]c2ccc(OC)cc23)c1	-15%	-7%	9%
O=C(Cn1c(NCCCO)nc2ccccc21)c1ccco1	-1%	3%	-31%
CCCNC(=O)N1CCCC(C(N)=O)C1 (stereo not given)	-1%	5%	3%
Cc1ccc(-n2ncc3c2CC(C)(C)CC3NC(=O)CCc2ccc(=O)[nH]n2)cc1 (stereo not given)	25%	1%	1%
COc1ccc(-c2nc(SCC(=O)NC3CCCC3)c(-c3ccccc3)[nH]2)cc1OC	?	2%[12.3 µM]	?
Cc1ccc(NC(=O)c2cc(-c3ccccc3O)n[nH]2)cc1Cl	0%	.	7%
CCn1c(COC(=O)CNC(=O)c2cc(OC)c(OC)c(OC)c2)nc2cc(S(=O)(=O)N(C)C)ccc21	-13%	.	-20%
CN(CC(=O)Nc1ccc(Cl)c(Cl)c1)C(=O)c1ccccc1SCC(=O)N1CCCC1	23µM*	.	?
C[C@H]1CN([C@@H](C)CO)C(=O)c2cccc(NS(=O)(=O)c3ccc(F)cc3)c2O[C@H]1CN(C)S(=O)(=O)c1cn(C)cn1	-1%	2%	3%
Nc1cc(=O)[nH]c(SCC(=O)NNC(=O)c2ccccc2)n1	-7%	1%	-2%

Screening results: PubChem BioAssay, National Center for Advancing Translational Sciences (NCATS)
